Bioassay records deposited in PubChem BioAssay by several laboratories.
C-LANA FP = blocks KSHV LANA C-terminal domain binding to DNA; MBP-C-LANA/FAM-LBS DNA binding, fluorescence polarization; inhibition, % at 9 µM; 340,000 tested, 0.078% active;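 active = highest replicate inhibition at or above 60% at 9 µM, even if other replicates fall short; inactive = all replicates below 60% inhibition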;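 note: 0% = neutral control wells and 100% = 4 µM acridine orange control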
DSG3 Ab inh = blocks pemphigus antibody binding to human desmoglein-3. DSG3-coupled beads, scFv-anti-DSG3-GFP binding, flow cytometry; hits give low values. 310,000 tested, 0.48% active. binding (percent of control), % at 10 µM. P32926;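 active = binding more than 3 SD below its plate's average and above zero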;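 note: hits lower antibody fragment binding to DSG3; some compounds called inactive have numbers as strong as hits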
Cardiac RTF inh = cardiac RTF calcium desensitization | IANBD-labeled cardiac RTF, Ca2+ fluorescence | AID 493244 | 340,000 tested, 0.12% active | P19429+P45379 | inhibition, % at 7.15 µM;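 active = inhibition above the mean inhibition of all tested compounds plus 3 SD, cut at about 17% in these data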;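 note: assay run at fixed EC70 calcium of 1.6 mM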
MOR-DOR inv ag = inverse agonists of human mu-delta opioid receptor heterodimerization | inhibition, % at 9.3 µM | P35372+P41143 | AID 504357 | cell-based MOR-DOR heterodimer luminescence, inverse agonism | 340,000 tested, 0.21% active; in the data active = inhibition above about 22%, passing the limit was not always enough;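 note: 0% = cells with DMSO and 100% = wells without cells with DMSO; values of inactives mirror those of a sister screen read the other way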
Arrestin-AP2 inh = blocks beta-arrestin peptide binding to AP2 adaptin; FITC-arrestin peptide / GST-AP2 beads, flow cytometry; AP2 beta2 appendage carries R879A mutation; inhibition, % at 10 µM; 340,000 tested, 0.31% active;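 active = inhibition above a set limit, near 3 SD of compounds lacking own fluorescence, cut at about 54% in these data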;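 note: plate controls were DMSO wells for no effect and 5 µM unlabelled arrestin peptide for full effect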
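System: GST-AP2 R879A glutathione beads. Medium: PBS with 0.05% Tween 20 and 0.1% BSA. Also added: FITC-arrestin peptide, 50 nM. Incubation: 12 min plus 1 h, RT. Measured by: high-throughput flow cytometry of beads, ex 488, em 535 nm. Evaluation: percent drop in bead-associated FITC signal.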
Wnt act = activates Wnt/beta-catenin signaling in a reporter cell assay. activator, plate reader. activation, % at 9.35 µM. 300,000 tested, 1.2% active. AID 743398; in the data active = activation above about 30%, passing the limit was not always enough;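 note: 0% = neutral control wells and 100% = positive control wells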
Keap1 Nrf2 FP = Keap1-Nrf2 (human) interaction inhibition; Q14145; Keap1 Kelch-Nrf2 peptide fluorescence polarization, 1536-well; inhibition, % at 9.4 µM; 340,000 tested, 0.15% active; AID 504523; in the data active = inhibition above about 12%;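 note: human Keap1 Kelch domain with fluorescein labeled Nrf2 9mer peptide probe; 0% = neutral control wells and 100% = peptide positive control; higher means more block of Keap1 binding to Nrf2 peptide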
Target sequence (Q14145 whole entry, looked up, the tested form may be a part): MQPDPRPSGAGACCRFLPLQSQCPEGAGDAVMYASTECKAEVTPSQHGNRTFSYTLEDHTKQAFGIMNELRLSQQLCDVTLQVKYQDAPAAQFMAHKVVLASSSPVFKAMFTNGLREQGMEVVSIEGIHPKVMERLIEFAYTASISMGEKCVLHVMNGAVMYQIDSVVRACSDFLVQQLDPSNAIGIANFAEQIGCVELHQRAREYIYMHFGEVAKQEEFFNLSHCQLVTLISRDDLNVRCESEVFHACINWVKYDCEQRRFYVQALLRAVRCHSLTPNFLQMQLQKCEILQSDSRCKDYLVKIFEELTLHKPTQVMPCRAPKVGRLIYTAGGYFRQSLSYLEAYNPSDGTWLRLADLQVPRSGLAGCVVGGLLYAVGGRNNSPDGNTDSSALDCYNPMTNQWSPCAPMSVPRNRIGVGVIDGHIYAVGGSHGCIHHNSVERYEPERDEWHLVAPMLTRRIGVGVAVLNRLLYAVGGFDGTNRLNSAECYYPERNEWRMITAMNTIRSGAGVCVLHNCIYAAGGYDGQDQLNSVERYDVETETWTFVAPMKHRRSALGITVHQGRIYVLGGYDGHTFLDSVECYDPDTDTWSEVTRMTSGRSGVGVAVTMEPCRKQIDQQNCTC
OPRM1-OPRD1 ag = agonists of human mu-delta opioid receptor heterodimerization; P35372+P41143; cells, OPRM1-OPRD1 heterodimerization, luminescence; activation, % at 9.3 µM; 340,000 tested, 0.3% active; AID 504326; in the data active = activation above about 18%;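 note: 0% = vehicle-treated cells and 100% = reference agonist; values of inactives mirror those of a sister screen read the other way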
V-ATPase pH = regulators of yeast V-ATPase proton transport; S. cerevisiae, pHLuorin cytosolic pH fluorescence; response, % at 10 µM; 350,000 tested, 0.37% active; in the data active = response mostly above about 7.3%, no sharp cut-off; inactive = mostly below about 5.4%; note: actives read high; inactives centre near 0; some compounds called inactive have numbers as strong as hits; reference of the scale not given here
cardiac RTF act = increases calcium sensitivity of human cardiac regulated thin filaments | P19429+P45379 | IANBD-labeled TnC RTF fluorescence at EC20 calcium; 0% EC20 calcium, 100% full calcium | activation, % at 7.2 µM | 340,000 tested, 0.24% active;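 active = activation above the mean over all tested compounds plus 3 SD, cut at about 30% in these data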;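 note: rise in fluorescence read as greater calcium sensitivity of cardiac thin filaments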
* marks the source's active call; other numbers are inactive results; . = no result given. Not a hit list; overall some 3.1% were active at least once.

structure	OPRM1-OPRD1 ag	Keap1 Nrf2 FP	MOR-DOR inv ag	V-ATPase pH	Cardiac RTF inh	DSG3 Ab inh	Wnt act	C-LANA FP	Arrestin-AP2 inh	cardiac RTF act
COc1ccc(-c2nnc3ccc(SCC(=O)N4CCCCCC4)nn23)cc1OC	-1.1	-2	6	4	-6	100	-1	1.3	17	3
COc1ccc(-c2nn(-c3ccccc3C)cc2CNC(C)Cn2cncn2)cc1F (stereo not drawn)	-0.9	-3	5	-3	-2	128	-1	1.2	1	3
CSc1ncc(CN2CCC(C(=O)Nc3cccc(-c4cscn4)c3)CC2)cn1	-1.4	0	8	-2	5	.	-2	-2.5	28	0
Nc1nnn(-c2ccccc2)c1-c1ccccc1	-1.5	-1	8	2	-6	105	3	0.9	4	3
COc1cccc(N2C(=O)Nc3ccc(Br)cc3C2(O)C(=O)NCCCOC(C)C)c1 (stereo not drawn)	-0.1	-1	1	3	-9	100	4	-0.5	-6	-5
O=S(=O)(c1cnc[nH]1)N1CCN(c2ccc(Cl)cc2)CC1	-0.8	-1	5	-3	-1	101	-5	-1.3	-2	4
CCC1C/C(=C/c2cccs2)C(=O)/C(=C/c2cccs2)C1 (stereo not drawn)	-0.5	-8	3	7	-2	129	.	-1.8	4	-13
CCn1c(C)nc2cc(C(=O)NNC(=O)CCC3CCCCC3)ccc21	-0.5	-5	3	-6	-2	63*	.	-0.5	-9	2
Cc1ccc(Cl)cc1NC(=O)C[n+]1ccc(Cc2ccc([N+](=O)[O-])cc2)cc1	6.8	1	-37	2	9	110	0	-0.8	3	1
O=S(=O)(Nc1ncccn1)c1ccc(NC(=S)Nc2ccccc2)cc1	-2.0	-1	10	-3	2	97	0	0.6	2	-8
COC(=O)c1ccc(OCC(O)CN(CC(C)C)CC(C)C)cc1 (stereo not drawn)	4.1	-2	-17	-1	11	.	-1	-0.5	-4	-2
CC(/C=C/C=C/c1ccccc1)=N/NC(=O)CNc1ccc(C)cc1	5.3	1	-30	5	1	95	1	0.5	13	10
CCC(=O)Nc1nc2ccccc2n1CCN(CC)CC	.	2	.	-1	7	99	0	1.7	30	1
CCCC(C)c1nc(C(N)=O)c2[nH]c(=O)n(-c3ccc(OC)c(OC)c3)c2n1 (stereo not drawn)	-2.9	-6	15	-6	-6	90	-1	6.2	17	0
CCc1ccccc1NC(=O)CN(C)S(=O)(=O)c1ccc2c(c1)c(=O)n(C)c(=O)n2C	-0.6	-6	3	0	-6	106	-4	-0.8	1	0
CC(C)c1ccc(-n2nnnc2SCC(=O)NC2CC2)cc1	-2.1	6	11	2	1	98	3	1.9	1	-6
O=C1CC2(CCCC2)C(=O)N1c1ccc(S(=O)(=O)NCC2CC2)cc1Cl	-0.9	-1	5	-1	0	100	7	-2.0	2	3
CC(C)NC(=O)C1CC=CCC1C(=O)O (stereo not drawn)	0.9	2	-4	-3	-5	102	.	0.2	3	5
COC(=O)c1ccc(OCC(=O)Nc2ccsc2C(=O)OC)cc1	2.5	-3	-13	-2	5	99	-1	0.3	6	7
Cc1cc(OCCN2CCCC2)ccc1[N+](=O)[O-]	-3.9	-4	20	2	-6	91	.	0.5	5	5
O=C(Cn1c(NCCCO)nc2ccccc21)c1cccs1	0.8	3	-4	-4	-11	100	6	-1.7	12	-5
CC(C)(C)n1cnc2cc(NC(=O)c3ccc(Cl)cc3)ccc21	-0.7	3	3	-1	3	116	43*	-0.7	-10	-1
COC(=O)CCSc1cc([N+](=O)[O-])cc2c1c(C1OCCS1)nn2-c1ccccc1 (stereo not drawn)	-1.7	-5	9	0	3	96	.	1.8	10	2
COc1cccc(OC)c1OCCCN1CCC(Cc2ccccc2)CC1	-2.7	0	14	-2	3	98	-1	0.4	48	9
CCC(C)C(=O)OC1CCC=C2C=CC(C)C(CCC3CC(O)CC(=O)O3)C21 (stereo not drawn)	5.4	-4	-24	-2	-5	99	-2	.	33	-1
CCOc1ccccc1C1C(C(=O)OC)=CN(C)C=C1C(=O)OC	-1.4	-2	6	1	1	97	.	1.2	-5	-1
CCOC(=O)C1CCN(CC(O)COc2ccc(C(=O)CC)cc2)CC1 (stereo not drawn)	-5.0	-6	23	5	-4	108	.	-0.6	2	2
CCc1cc2c(=O)oc(-c3ccccc3F)nc2s1	0.0	-2	0	0	-1	79*	-1	0.1	23	-5
NC(=O)CNC(=O)C1CCN(S(=O)(=O)c2ccc(-n3cnnn3)cc2)CC1	1.0	-2	-6	7	0	.	-2	0.0	25	-6
Cc1nc(/N=C(\N)NC(=O)NC2CCCCC2)nc2ccccc12	4.8	-4	-24	1	-1	108	-2	-2.4	40	-3

More results:
structure	OPRM1-OPRD1 ag	Keap1 Nrf2 FP	MOR-DOR inv ag	V-ATPase pH	Cardiac RTF inh	DSG3 Ab inh	Wnt act	C-LANA FP	Arrestin-AP2 inh	cardiac RTF act
CCOc1ccc(Br)cc1CNCCN1CCOCC1	-1.4	6	7	0	5	102	-1	0.7	32	-4
CCN(CC)C(=O)CSc1nnc([C@H](CCSC)NC(=O)OC(C)(C)C)o1	-3.4	3	14	3	3	107	.	-0.5	0	-2
COC(C(=O)NNS(=O)(=O)c1ccccc1[N+](=O)[O-])c1ccccc1 (stereo not drawn)	-3.4	1	18	-4	-2	100	1	0.8	24	-6
CS(=O)(=O)N1CCN(c2ccc(C(=O)NC34CC5CC(CC(C5)C3)C4)cc2[N+](=O)[O-])CC1	-0.1	-1	1	-2	5	99	-3	2.2	5	-5
CCCCOCCCNC(=O)COc1ccccc1	-1.0	-1	6	4	-6	110	0	0.2	-4	-3
CC1(C(=O)O)CCC(C(=O)Nc2ccc(OC(F)(F)Cl)cc2)C1(C)C (stereo not drawn)	-4.3	0	19	2	-3	108	0	1.7	6	-3
COc1ccc(-c2[nH]ncc2/C=C(/C#N)C(=O)NC2CCCCC2)cc1	4.8	-2	-28	5	-4	106	-1	0.1	-2	10
O=S1(=O)NC(=NC2CCCCCC2)c2ccccc21	-3.0	6	16	3	-11	96	.	1.8	3	-4
Cc1sc2ncnc(SCC(=O)N3CCOCC3)c2c1C	-2.0	-4	8	-4	-7	106	2	0.6	20	-3
CN(C)/C=N/NC(=O)c1ccc(Cl)cc1	.	0	.	2	.	92	-2	1.5	4	.
CCN(CC)S(=O)(=O)c1cc(C(=O)Oc2cccc(-c3cnc4ccccc4n3)c2)ccc1OC	1.8	-7	-10	1	-17	97	21	0.2	-5	5
CC1(C)CC(=O)C2=C(C1)NC1=C(C(=O)c3ccccc31)C2c1ccccc1 (stereo not drawn)	-1.2	-3	7	3	-3	96	-1	0.1	-6	-4
C=CCc1ccccc1OCCNCc1ccccc1	2.4	4	-13	2	-1	112	-2	0.5	10	-5
CCc1ccc(OCC(=O)Nc2ccc(N3CCN(C(=O)c4ccccc4)CC3)cc2)cc1	0.2	0	-1	1	2	95*	-2	0.5	20	-3
O=C(Nc1ccc(Cc2ccncc2)cc1)c1ccc([N+](=O)[O-])o1	4.8	3	-24	1	-7	95	0	0.9	-36	-3
O=C(CSc1nnc(-c2ccncc2)n1Cc1ccccc1)NC1CCCc2ccccc21 (stereo not drawn)	-2.4	-9	12	2	-25	108	-1	0.8	-5	2
COc1ccc2oc(=O)c(C(=O)Nc3ccccc3C)cc2c1	-2.0	-4	10	-1	-2	104	-1	1.5	1	-5
CCOC(=O)Cn1cc(C(=O)C2CC2)c2ccccc21	-1.7	-5	9	1	1	106	-9	3.0	-4	3
CCc1ccc(NC(=O)c2noc(C(C)C)c2[N+](=O)[O-])cc1	2.6	-8	-17	-2	-7	89	-4	0.9	4	-3
CCOc1cc(/C=C2\C(=N)N3N=C(C)SC3=NC2=O)ccc1OCCOc1cccc(OC)c1	-4.6	-1	21	1	-3	111	0	3.1	-3	-7
CC1(C)Cc2c(sc3nc4n(c(=N)c23)CCC4)CO1	0.8	-1	-5	2	-5	102	23	-0.8	6	11
C[C@H](NC(=O)c1nc[nH]c1C(=O)NC1CCNCC1)C(=O)OC(C)(C)C	-1.5	-3	8	-1	-12	103	-2	-1.0	-2	4
CC(C)SCC(=O)Nc1ncc2c(n1)-c1ccccc1CC2	4.1	-5	-23	1	-17	94	0	2.6	4	9
CC1(c2ccccc2)NC(=O)N(CC(=O)Nc2ccc(N3CCOCC3)cc2N2CCOCC2)C1=O (stereo not drawn)	-3.0	-2	15	3	-6	106	-2	-1.4	-6	2
O=C(c1n[nH]c(=O)c2ccccc12)N1CCN(S(=O)(=O)c2ccccc2Cl)CC1	-1.8	2	9	1	-3	99	-6	0.0	-35	-5
CCN1CCN(c2nc(-c3ccccc3)nc3ccccc23)CC1	-2.0	3	11	-2	-6	106	-4	-0.7	-4	1
COC(=O)c1ccc(=O)c2nc3/c(=C/O)c(O)cc(=O)c3[nH]c12	-0.5	-1	3	-1	16	50*	-2	22	25	-9
